Bioassay records: PubChem BioAssay, several laboratories
bIAP inh: intestinal alkaline phosphatase (bovine) inhibition | purified bovine IAP, CDP-star luminescence, 30 min | inhibition, % at 20 µM | 190,000 tested, under 10 active | AID 1019;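 active = over 50% inhibition of intestinal alkaline phosphatase at 20 µM in the single-dose screen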
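System: purified bovine intestinal alkaline phosphatase (IAP) enzyme; Input: IAP diluted 1/65,000,000 in the well; Measured by: CDP-star luminescence signal; Compound dosing: 20 µM single dose; Incubation: 30 min reaction at room temperature.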
bIAP act: increases bovine intestinal alkaline phosphatase activity. purified bovine IAP, CDP-star luminescence, 30 min; stronger effect = higher value; fold of DMSO-control signal, blank-subtracted. activation factor at 20 µM. 0.17% of 200,000 active;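 active = activation factor of 2 or more at 20 µM, a signal rise over negative controls twice the positive control's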
TNAP act hiacc: activators of human TNAP at high phosphate acceptor concentration | P05186 | purified TNAP, CDP-star luminescence, 1 M DEA, 30 min; stronger effect = higher value; 0 = EDTA background, 1 = DMSO-only activity | activation factor at 20 µM | 200,000 tested, under 10 active | AID 1136;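 active = activation factor at least 2 at 20 µM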
Target sequence (P05186 whole entry, looked up): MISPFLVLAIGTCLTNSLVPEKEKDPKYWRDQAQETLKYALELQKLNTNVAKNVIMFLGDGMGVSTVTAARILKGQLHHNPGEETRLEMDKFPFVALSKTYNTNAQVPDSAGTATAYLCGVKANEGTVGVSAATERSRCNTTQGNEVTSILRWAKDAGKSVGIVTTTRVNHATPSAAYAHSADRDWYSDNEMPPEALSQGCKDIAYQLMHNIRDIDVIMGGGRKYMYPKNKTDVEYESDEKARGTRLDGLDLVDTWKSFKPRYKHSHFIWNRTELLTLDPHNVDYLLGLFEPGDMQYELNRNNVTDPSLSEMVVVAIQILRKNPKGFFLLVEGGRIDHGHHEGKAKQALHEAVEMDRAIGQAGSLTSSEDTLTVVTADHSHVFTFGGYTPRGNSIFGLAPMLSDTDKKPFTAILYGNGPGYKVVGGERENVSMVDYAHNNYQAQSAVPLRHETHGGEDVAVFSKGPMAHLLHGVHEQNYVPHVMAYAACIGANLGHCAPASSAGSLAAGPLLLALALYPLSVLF
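system = human TNAP | amount = enzyme diluted 1/800 final | reagent = 100 µM CDP-star substrate | signal = luminescent substrate turnover signal | dosing = one dose, 20 µM | benchmarks = EDTA negative control, DMSO positive control | measure = activation factor | timing = 30 min reaction, room temperature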
STAT1 inh: inhibitors of IFN-gamma induced STAT1 signaling | NIH 3T3 STAT1-luciferase reporter, luminescence | inhibition, % at 5.5 µM | 0.35% of 200,000 active | AID 920;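 active = inhibition above a set limit, the mean inhibition across all tested compounds plus 3 SD, cut at about 34% in these data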;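 note: 0% = IFN-gamma with DMSO and 100% = IFN-gamma with 300 µM nifuroxazide; values of inactives mirror those of a sister screen read the other way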
STAT3 activator: increases IL-6 driven STAT3 reporter signal; U3A cells, IL-6 STAT3-luciferase reporter, luminescence; 100% = signal with IL-6 EC80 alone; activation (% of control), % at 5.6 µM; 0.91% of 190,000 active;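 active = activation above the screen-wide mean of compound activation plus 3 SD, cut at about 130% in these data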;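 note: 0% = background luminescence of wells with medium and substrate only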
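Detection: reporter luminescence signal / Assay system: STAT1-lacking human U3A cells, STAT3 luciferase reporter / Incubation: compound pre-incubation 1 h before IL-6, then 6 h stimulation at 37 °C / Control set: IL-6-only high control / Read-out: % activation relative to IL-6 control / Probe or stimulus: Interleukin-6, 33 ng/mL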
PPARg SRC3 recr: PPARgamma-driven SRC-3 recruitment agonism; biochemical PPARgamma/SRC-3 coactivator recruitment assay; activation, % at 8 µM; 0.26% of 200,000 active; AID 731; in the data active = activation above about 23%;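 note: 0% = DMSO and 100% = reference agonist; some compounds past the cut are filed as inactive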
Target sequence (P37231 whole entry, looked up): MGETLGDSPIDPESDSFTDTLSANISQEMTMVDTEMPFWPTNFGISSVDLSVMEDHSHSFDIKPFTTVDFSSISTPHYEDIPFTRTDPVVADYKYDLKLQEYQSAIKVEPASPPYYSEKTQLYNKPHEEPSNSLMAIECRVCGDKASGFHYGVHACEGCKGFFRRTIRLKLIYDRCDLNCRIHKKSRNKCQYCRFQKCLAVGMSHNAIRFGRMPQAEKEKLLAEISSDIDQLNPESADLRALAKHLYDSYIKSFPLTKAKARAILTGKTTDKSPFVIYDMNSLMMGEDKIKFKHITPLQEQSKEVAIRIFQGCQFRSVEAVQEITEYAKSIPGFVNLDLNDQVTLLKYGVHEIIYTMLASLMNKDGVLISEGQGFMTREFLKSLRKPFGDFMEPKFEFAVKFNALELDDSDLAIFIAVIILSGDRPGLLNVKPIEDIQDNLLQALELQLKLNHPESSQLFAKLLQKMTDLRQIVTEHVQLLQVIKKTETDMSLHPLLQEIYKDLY
SRC2 TRFRET art: TR-FRET artefact, counter-screen to PPARgamma/SRC-2 agonist assay; 0.4% of 200,000 active; stronger effect = higher value; TR-FRET ratio at 8 µM; AID 1049; in the data active = TR-FRET ratio above about 2000; note: inactives centre near 1500
STAT3 inh: STAT3 signaling inhibition. U3A cells, IL-6 STAT3-luciferase reporter, luminescence; host cell line lacks STAT1. inhibition, % at 5.5 µM. 0.89% of 190,000 active. AID 862;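 active = inhibition above the mean inhibition across all screened compounds plus 3 SD, cut at about 44% in these data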;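 note: 0% = DMSO only wells and 100% = 100 µM nifuroxazide control wells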
ROMK primary: human ROMK K+ channel modulation, primary screen | P48048 | Tet-inducible ROMK, thallium flux fluorescence; actives lie on both sides | B-score at 10 µM | 2% of 130,000 active | AID 1918;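 active = signal ratio slope over the read window, or its plate-corrected B-score, at least 3 SD from the plate mean, either direction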;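 note: B-score of the F/F0 ratio slope over 7 to 12 s after thallium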
PPARg SRC2 recr: PPARgamma-driven SRC-2 recruitment agonism; activation, % at 8 µM; P37231; PPARgamma LBD-SRC-2 recruitment, biochemical; 0.34% of 200,000 active; in the data active = activation above about 22%;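 note: 0% = vehicle and 100% = reference agonist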
PPARg SRC-1 ag: promotes SRC-1 coactivator recruitment by human PPARgamma | PPARgamma-SRC-1 coactivator recruitment biochemical assay | activation, % at 8 µM | 0.41% of 200,000 active | AID 631; in the data active = activation above about 19%;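 note: 0% = DMSO and 100% = reference agonist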
Starred values were filed as active, the others as inactive; / = no result given.

smiles,bIAP inh,bIAP act,TNAP act hiacc,STAT1 inh,STAT3 activator,PPARg SRC3 recr,SRC2 TRFRET art,STAT3 inh,ROMK primary,PPARg SRC2 recr,PPARg SRC-1 ag
FC(F)(F)c1cccc(N2Cc3ccccc3C2)c1,-5,1.1,1,-3,94,-7,1415,9,2.1,-2,1
COc1ccc2nc(SCc3ccccc3C)nc(C)c2c1,-22,1.2,1,-9,101,4,1632,-2,/,0,-5
C/C(=N\NC(=O)Cn1cnc2ccccc21)c1cccs1,15,0.9,1,-3,106,2,1427,-2,-0.5,0,1
Cc1cccc(C(=O)c2c[nH]cc2-c2ccccc2)c1,11,0.9,1,0,102,5,1515,3,0.056,5,8
COc1ccc(C)cc1NC(=O)c1nc2nc(C)cc(C)n2n1,/,/,/,6,99,-6,1455,5,-0.89,-4,-12
O=C(CS(=O)(=O)c1c[nH]c2ccccc12)N1CCc2ccccc21,9,0.9,0.9,6,/,1,1660,/,/,4,4
CNC(=O)CSc1nnnn1-c1ccc2c(c1)OCCO2,-4,1,1,2,101,-3,1456,0,-0.22,5,0
O=C(NCc1ccc(Cl)cc1)C(=O)NCC1OCCN1S(=O)(=O)c1cccs1 (stereo unspecified),11,0.9,1,-2,103,3,1477,-4,0.2,9,3
Cc1noc(C)c1C(=O)OCC(=O)c1c[nH]c2ccccc12,3,1,1.1,-7,89,4,1564,19,/,9,4
COc1cccc(CNC(=O)CCN2C(=S)NC(C)(C)CC2C)c1 (stereo unspecified),11,0.9,1,-3,104,1,1715,-3,0.18,0,6
O=C(CN1C(=O)COc2ccccc21)c1ccc(Cl)cc1,23,0.8,1.1,9,83,-1,1505,25,0.75,4,5
O=C(C1CCN(S(=O)(=O)N2CCOCC2)CC1)N1CCOCC1,6,0.9,1,-4,104,4,1756,-2,0.1,0,0
CN(C)C(CN1C(=O)C2CC=CCC2C1=O)c1cn(C)c2ccccc12 (stereo unspecified),-4,1,1.1,11,153*,1,1564,-58,-1.1,1,4
CN1CCCC(OC(=O)CCCCC(=O)OC2CCCN(C)C2)C1 (stereo unspecified),3,1,1,9,103,-12,1598,1,-0.36,1,-1
COc1cc(OC)cc(C(=O)N2CCC(N3CCN(c4ccccc4)CC3)CC2)c1,4,1,1.1,3,87,4,1680,22,-0.054,7,8
COc1cc(CNCCc2ccccc2)ccc1OCC(N)=O,50,0.5,1,-1,99,-1,1657,-1,0.55,3,6
COc1cc(OC)c(N(C)S(=O)(=O)c2cccc(C(=O)OCc3c(C)noc3C)c2)cc1Cl,3,1,1,11,97,1,1805,4,1.1,8,3
O=C(Nc1ccccc1F)c1ccc(Cn2cc(Cl)cn2)cc1,6,0.9,1.1,-11,102,2,1548,3,-0.83,6,0
CC1Cc2ccccc2N1C(=O)CN1C(=O)NC(C)(c2ccc3c(c2)OCCO3)C1=O (stereo unspecified),-12,1.1,1,5,106,-2,1440,-2,/,2,4
O=C(Cn1cc(C(=O)C(F)(F)F)c2ccccc21)N1CCOCC1,-9,1.1,1,-5,105,3,1440,-4,0.36,-3,-5
CN(C)c1cccc(C(=O)OCC(=O)Nc2nccs2)c1,-24,1.2,1,-9,103,-1,1398,-6,-0.72,-4,-4
c1ccc2c(c1)OCC(c1csc3ncnc(N4CCCCC4)c13)O2 (stereo unspecified),23,0.8,1,4,100,16,1604,4,-0.89,15,-2
C=CCOc1ccc(CNn2cn[nH]c2=S)cc1OCC,18,0.8,1,-2,104,-1,1571,7,/,-6,-2
O=C(O)CCCC(=O)Nc1nc2n(n1)C(c1ccc(F)cc1)CC(c1ccc(Cl)cc1)N2 (stereo unspecified),-19,1.2,1,7,99,-4,1821,6,/,2,8
Cc1ccc(C(C(=O)NC2CCCC2)N(C(=O)Cc2cccs2)c2cccc(C)c2C)o1 (stereo unspecified),-2,1,1,4,120,0,1492,-12,/,-9,-4
CCN(CC)C(=O)CSc1nc2c(sc(=S)n2CC)c(=O)n1-c1ccccc1,-12,1.1,1,8,103,-6,1411,-6,0.47,-4,9
O=C(CNS(=O)(=O)c1ccc(Cl)cc1)OCC(=O)N1CCCc2ccccc21,9,0.9,1,8,102,1,1426,3,/,-4,0
Cc1nc(CNS(=O)(=O)c2ccc3ccccc3c2)cs1,16,0.8,1,8,90,-1,1437,12,/,0,2
COc1cc(N2CCOCC2)ccc1C=C(C#N)C#N,8,0.9,1,0,92,2,1662,15,-0.033,3,2
Cc1ccc(SCCC(=O)OC(C(=O)NC(N)=O)C(C)C)cc1 (stereo unspecified),24,0.8,1.1,8,95,0,1572,11,1.3,1,11
COc1ccccc1-n1ccnc1SCC(=O)NC(C)(C)C,-8,1.1,1,-5,91,0,1412,13,-0.24,-3,-2
NS(=O)(=O)c1ccc(CCNS(=O)(=O)c2ccccc2)cc1,-2,1,1,2,100,-1,1551,4,0.26,3,-1
CSc1nc(N(C)C)nc(N(C)C#N)n1,0,1,1.1,-22,80,-2,1516,31,-1.7,-3,16
Cc1cc(-c2ccccc2)n(-c2ccc(C(=O)NC(C)C)cc2)n1,7,0.9,1,4,109,-5,1642,-10,/,-1,-6
NC(=O)C1(N2CCCCC2)CCN(S(=O)(=O)c2cc(Cl)ccc2Cl)CC1,7,0.9,1.1,-1,103,-6,1368,5,/,-8,-1
CCN(CC)CCN(C(=O)c1ccc2c(c1)CCCC2)c1nc2ccc(F)cc2s1,7,0.9,1,-8,98,-5,1382,4,-0.83,-5,8

Full records as entered above. Order of values: bIAP inh | bIAP act | TNAP act hiacc | STAT1 inh | STAT3 activator | PPARg SRC3 recr | SRC2 TRFRET art | STAT3 inh | ROMK primary | PPARg SRC2 recr | PPARg SRC-1 ag
CCN(CC)CCN(C(=O)c1ccc2c(c1)CCCC2)c1nc2ccc(F)cc2s1 as listed: 7 | 0.9 | 1 | -8 | 98 | -5 | 1382 | 4 | -0.83 | -5 | 8
CCN(CC)C(=O)CSc1nc2c(sc(=S)n2CC)c(=O)n1-c1ccccc1 as listed: -12 | 1.1 | 1 | 8 | 103 | -6 | 1411 | -6 | 0.47 | -4 | 9

Following part
smiles,bIAP inh,bIAP act,TNAP act hiacc,STAT1 inh,STAT3 activator,PPARg SRC3 recr,SRC2 TRFRET art,STAT3 inh,ROMK primary,PPARg SRC2 recr,PPARg SRC-1 ag
CC(C)(O)C#Cc1ccc(CN2CCN(Cc3ccccc3)C(CCO)C2)cc1 (stereo unspecified),-12,1.1,1.1,13,107,-3,1312,-2,0.75,-11,-4
C#CCOCCOCCOCCNc1nc(N2CCN(C(=O)[C@H](Cc3ccc(O)cc3)n3cc([C@@H](N)C(C)CC)nn3)CC2)nc(N2CCN(C(=O)[C@H](Cc3cc4ccccc4[nH]3)n3cc([C@@H](N)C(C)CC)nn3)CC2)n1 (stereo partly specified),-50,1.5,1.1,-1,/,-3,1544,/,/,2,5
CC1(C)NC(=O)N(CC(=O)OCC(=O)Nc2sccc2C#N)C1=O,3,1,1.1,-8,107,-1,1738,-7,-0.36,0,12
O=C1CC(c2ccccc2)=Nc2ccccc2N1Cc1ccccc1,9,0.9,1,17,89,3,1741,18,0.32,8,8
Cc1cc(C)nc(-n2nc(C)cc2NC(=O)c2ccc(F)cc2F)n1,-10,1.1,1,-4,86,2,1654,22,-0.72,-1,-3
OC(CCCCN1CCCCC1)c1ccccc1 (stereo unspecified),2,1,1.1,1,96,8,1558,11,0.038,-5,1
O=C(c1ccc(S(=O)(=O)N2CCOCC2)cc1)N1CCOCC1,2,1,1,12,93,2,1765,12,/,-1,3
O=C(C1CCCN1S(=O)(=O)c1cccc2cccnc12)N1CCc2ccccc2C1 (stereo unspecified),8,0.9,1.1,4,108,5,1737,-5,/,-7,-1
Cc1csc(Sc2ccc(S(=O)(=O)N3CCCC3)cn2)n1,-37,1.4,1,3,101,-1,1761,0,0.6,2,9
O=c1cc(-c2ccc([N+](=O)[O-])cc2)c2ccc(O)cc2o1,-6,1.1,1,5,85,-4,1752,23,-0.31,3,-1
CCOc1cc(S(=O)(=O)N(Cc2ccccc2)Cc2ccccc2)c(OCC)cc1-n1cnnn1,-4,1,1,-6,103,4,1515,0,/,-9,2
OC(COc1ccc(CN2CCSCC2)cc1)CN1CCCCC1 (stereo unspecified),1,1,1.1,2,101,-2,1532,4,/,-2,1
COC(=O)CC1Oc2ccc(C)cc2NC1=O (stereo unspecified),9,0.9,1.1,-5,95,-2,1599,11,/,9,6
CCOC(=O)C1C(=O)NC(SCC(=O)OC)=C(C#N)C1c1ccccc1OCC (stereo unspecified),3,1,1.1,-7,105,4,1565,-5,/,4,2
Cc1ccc(C(=O)NNC(=O)C2CCCN(c3ncccn3)C2)cc1 (stereo unspecified),-22,1.2,1,1,104,-1,1496,-3,/,3,-4
CC(C)c1ccccc1NC(=O)COC(=O)Cc1ccsc1,18,0.8,1,2,107,2,1487,-10,0.027,3,-5
O=C(O)CSCc1cn2cc(Cl)ccc2n1,2,1,1,1,96,12,1696,5,0.18,1,-2
CCOc1ccccc1NC(=O)CSc1nnc(Cn2c(=O)sc3ccccc32)n1C,14,0.9,1,10,100,2,1427,0,/,1,5
Cc1ccc(-c2cc(C(=O)OCC(=O)Nc3ncc(C(F)(F)F)cc3Cl)c3ccccc3n2)cc1,14,0.9,1,-4,100,3,1394,6,/,13,8
O=C(Cc1ccccc1)c1ccc2c(c1)OCCO2,12,0.9,1,-6,101,2,1664,3,-0.92,5,6
C/C(Cc1ccccc1)=N\NC(=O)c1cc(C(C)(C)C)[nH]n1,3,1,1,-4,102,2,1526,4,0.022,-1,-4
Oc1cc2ccccc2cc1-c1n[nH]c(=S)n1Cc1ccco1,-32,1.3,1,-5,96,16,1822,10,-0.71,5,22*
CCOC(=O)c1[nH]c2ccccc2c1NC(=O)c1ccc(S(=O)(=O)N2CCCCC2)cc1,-8,1.1,1,-3,121,3,1743,-24,-0.47,19,5
COc1cccc(N2CCN(S(=O)(=O)c3ccc4nc(-c5ccccc5)[nH]c4c3)CC2)c1,22,0.8,1,4,89,3,1468,14,1.3,-6,-7
CC(C)Oc1ccccc1C(=O)NC(CO)C(=O)O (stereo unspecified),-14,1.1,1,2,97,1,1527,9,0.68,2,5
Cn1c(Cn2nnc3ccccc32)nnc1SCC(=O)N1CCc2ccccc21,-8,1.1,1,0,99,-11,1442,11,/,-3,-5
COc1ccc(C(C)=O)cc1COC(=O)c1cccc(N(C)C)c1,4,1,1,0,103,-6,1439,4,-1.2,8,-2
CCOC(=O)c1c(C)[nH]c(C)c1C(=O)CSc1nnc(-c2ccncc2)n1C,4,1,1.1,7,102,-2,1599,4,/,2,3
